Assay outcomes from PubChem BioAssay.
N370S GC mod: inhibitors or activators of N370S glucocerebrosidase for Gaucher disease; P04062; N370S GC spleen homogenate, 4MU-glucoside fluorescence; Potency, µM (top dose mostly 59.4 µM), for the others: top-dose activity change, negative = inhibition, hits mostly inhibitors; 330,000 compounds, 0.092% hits; AID 2101;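 also: 0% = full enzyme activity and -100% = no enzyme basal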
FEN1 inhibitor: blocks human flap endonuclease 1; Recombinant FEN1 flap cleavage, fluorescence, 15 min; Potency, µM (top dose mostly 114 µM), for the others: at the top dose activity change, negative = inhibition, hits mostly inhibitors; 390,000 compounds, 0.35% hits; AID 588795; also: nearly all actives have a fitted effect of over 65% in size
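Potency values derive from four-parameter Hill fits of normalized qHTS data. The reaction used 10 nM FEN1 preincubated 15 min at room temperature with compound, then 50 nM DNA substrate, read at 0 and 15 min.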
GCN5L2 inh: GCN5L2 (KAT2A) acetyltransferase inhibition; Q92830; GCN5L2 HAT assay, ThioGlo1 CoA-SH fluorescence; Potency, µM (doses to about 58.9 µM), for inactives: at the top dose activity change, negative = inhibition, usual class: inhibitors; 390,000 compounds, 0.21% hits; AID 504327
Target sequence (Q92830 whole entry, looked up): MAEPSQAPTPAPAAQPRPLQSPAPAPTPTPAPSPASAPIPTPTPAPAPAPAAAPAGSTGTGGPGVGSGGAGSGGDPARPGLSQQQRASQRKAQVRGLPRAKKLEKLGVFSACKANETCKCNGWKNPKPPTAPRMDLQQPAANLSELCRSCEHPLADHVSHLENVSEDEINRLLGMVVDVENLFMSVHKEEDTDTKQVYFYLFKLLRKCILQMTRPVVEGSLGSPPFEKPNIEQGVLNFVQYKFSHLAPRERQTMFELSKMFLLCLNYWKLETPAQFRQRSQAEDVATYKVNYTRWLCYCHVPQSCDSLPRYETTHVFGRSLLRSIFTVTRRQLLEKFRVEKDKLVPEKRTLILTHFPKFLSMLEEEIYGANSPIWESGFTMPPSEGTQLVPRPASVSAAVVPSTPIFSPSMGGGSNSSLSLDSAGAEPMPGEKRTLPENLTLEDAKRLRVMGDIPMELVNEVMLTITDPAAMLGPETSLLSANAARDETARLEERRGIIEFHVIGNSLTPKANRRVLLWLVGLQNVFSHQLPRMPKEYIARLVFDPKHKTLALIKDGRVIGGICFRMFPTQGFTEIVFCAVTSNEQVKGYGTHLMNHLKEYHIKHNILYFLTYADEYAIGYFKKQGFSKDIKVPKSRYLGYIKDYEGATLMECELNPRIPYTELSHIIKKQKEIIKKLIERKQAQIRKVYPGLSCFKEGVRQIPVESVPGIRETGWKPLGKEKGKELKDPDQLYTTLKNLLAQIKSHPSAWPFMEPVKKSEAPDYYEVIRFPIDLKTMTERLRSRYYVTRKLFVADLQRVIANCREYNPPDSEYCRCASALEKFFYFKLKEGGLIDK
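Enzyme at 20nM final was mixed with library compounds for 15 min at room temperature. Peptide H3(1-25) at 75uM, acetyl-CoA at 70uM and ThioGlo1 at 50uM were then added. Plates were read immediately and after 20 min (Ex340nm/Em540nm).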
An asterisk follows results filed as active; ? = inconclusive; / = not tested or not shown; & = joins results of further samples. Calls follow the shape of the dose curve; as a rule, active = well fitted curve in the direction sought with a large enough effect; inconclusive = small, poorly fitted or top-dose-only effect, or another doubt; inactive = no such curve, though single readings can be large; an effect the other way counts as inactive or inconclusive. Unless noted, % is scaled to controls: 0 for no effect and ±100 for the full control effect; potency is read from the fitted curve at half-maximal effect. Not a hit list; about 0.54% have a hit in one of these screens.

SMILES | N370S GC mod | FEN1 inhibitor | GCN5L2 inh
Cc1ccc(-c2noc(CN(C)C(=O)Nc3ccc(F)cc3)n2)cc1 | 5% | 3% | -5%
Cc1cc(/C=C2\SC(=Nc3ccccc3)NC2=O)c(C)n1-c1ccc(S(N)(=O)=O)cc1 | -25% | -1% | -12%
Cc1ccc(C(=O)Nc2sc3c(c2C(=O)NCc2ccco2)CCC(C(C)(C)C)C3)cc1 (stereo not drawn) | / | -3% | 4%
N#CC(C(=O)NCc1ccco1)c1nc2ccccc2nc1N1CCOCC1 (stereo not drawn) | -12% | -17% | -9%
N#Cc1cn(CC(=O)NCC2CCCO2)c2ccccc12 (stereo not drawn) | -5% | 3% | 0%
C/C(=N\NC(=O)c1nnn(-c2nonc2N)c1CN1CCCCCC1)c1ccc(Br)cc1 | 1% | 9% | 0%
Fc1cccc(-c2nnn3c2nc(NCCc2ccccc2)c2ccccc23)c1 | / | 0% | -7%
Cc1ccc(C(=O)N2CCN(Cc3ccc4c(c3)OCO4)CC2)cc1[N+](=O)[O-] | 9% | -4% | -4%
CCCCn1c(SCC(=O)Nc2ccc(C)c(S(=O)(=O)N3CCOCC3)c2)nnc1C(CC)N(C)C (stereo not drawn) | -12% | -6% | -1%
CC(C)Cc1cc(C(=O)NCCN2CCOCC2)no1 | -20% | 15% | 1%
Cc1cc(C)nc(NS(=O)(=O)c2ccc(N/C=C/C(=O)c3ccc(Cl)c(Cl)c3)cc2)n1 | 0% | -3% | -3%
O=C(NC1CC1)c1ccc2c(c1)C1C3CCC(C3)C1C(c1ccccc1)N2 (stereo not drawn) | -15% | -8% | -8%
CC(Sc1nc(N)c(NC(=O)c2ccc(Br)o2)c(=O)[nH]1)C(=O)O (stereo not drawn) | 1% | 6% | -3%
O=C(Nc1ncccn1)c1ccc(C(F)(F)F)cc1 | 1% | 6% | -1%
COCCCNC(=O)CSc1nc2ccccc2c(=O)n1Cc1ccco1 | / | -1% | -4%

A different layout for some results above.
Values run as follows: N370S GC mod, FEN1 inhibitor, GCN5L2 inh
- N#CC(C(=O)NCc1ccco1)c1nc2ccccc2nc1N1CCOCC1 (stereo not drawn)
→ -12%, -17%, -9%
- N#Cc1cn(CC(=O)NCC2CCCO2)c2ccccc12 (stereo not drawn)
→ -5%, 3%, 0%
- C/C(=N\NC(=O)c1nnn(-c2nonc2N)c1CN1CCCCCC1)c1ccc(Br)cc1
→ 1%, 9%, 0%
- Fc1cccc(-c2nnn3c2nc(NCCc2ccccc2)c2ccccc23)c1
→ /, 0%, -7%
- Cc1ccc(C(=O)N2CCN(Cc3ccc4c(c3)OCO4)CC2)cc1[N+](=O)[O-]
→ 9%, -4%, -4%
- CCCCn1c(SCC(=O)Nc2ccc(C)c(S(=O)(=O)N3CCOCC3)c2)nnc1C(CC)N(C)C (stereo not drawn)
→ -12%, -6%, -1%
- CC(C)Cc1cc(C(=O)NCCN2CCOCC2)no1
→ -20%, 15%, 1%
- Cc1cc(C)nc(NS(=O)(=O)c2ccc(N/C=C/C(=O)c3ccc(Cl)c(Cl)c3)cc2)n1
→ 0%, -3%, -3%
- O=C(NC1CC1)c1ccc2c(c1)C1C3CCC(C3)C1C(c1ccccc1)N2 (stereo not drawn)
→ -15%, -8%, -8%
- CC(Sc1nc(N)c(NC(=O)c2ccc(Br)o2)c(=O)[nH]1)C(=O)O (stereo not drawn)
→ 1%, 6%, -3%
- O=C(Nc1ncccn1)c1ccc(C(F)(F)F)cc1
→ 1%, 6%, -1%
- COCCCNC(=O)CSc1nc2ccccc2c(=O)n1Cc1ccco1
→ /, -1%, -4%

Carrying on.
SMILES | N370S GC mod | FEN1 inhibitor | GCN5L2 inh
CC(=O)Oc1ccccc1C1=NN(C(C)=O)C(c2ccccc2)C1 (stereo not drawn) | ? | 6% | 3%
COc1ccccc1C(CCN(Cc1cccs1)C(C)=O)c1ccco1 (stereo not drawn) | 0% | 6% | -19%
CCNC(=O)c1c(C)[nH]c(C(=O)OCC)c1C | -13% | 1% | 1%
Nn1c(SCC(=O)N2CCCC2=O)nnc1-c1cccs1 | -2% | 0% | -2%
O=C(c1ccc2c(c1)OCO2)N1CCN(c2ccc(C(F)(F)F)cn2)CC1 | 8% | -3% | -1%
COCCOC(=O)c1c(NC(=O)COC(=O)c2ccc(C)o2)sc(C(N)=O)c1C | / | -12% | 1%
O=C(N/N=C/c1ccc([N+](=O)[O-])cc1)c1cccc2cc[nH]c12 | 3% | -10% | 9%
Cc1ccc(N(CC(=O)Nc2cccc(N(C)S(C)(=O)=O)c2)S(C)(=O)=O)cc1 | -13% | 11% | -20%
CC(=O)c1cccc(NC(=O)Nc2ccc(C)cc2)c1 | 0% | -16% | 1%
COc1cccc(-c2csc(N3CCN(C(=O)NC45CC6CC(CC(C6)C4)C5)CC3)n2)c1 | -4% | -17% | -5%
NC(=O)C1CCCN1 (stereo not drawn) | -12% | 4% | 1%
CC(=O)Nc1ccc(S(=O)(=O)N(C)CC(=O)Nc2ccccc2N2CCOCC2)cc1 | -9% | 1% | 2%
CCCC(=O)Nc1nnc(CCc2ccccc2)s1 | 2% | 1% | -4%
Cc1cc(S(=O)(=O)N2CCCC2)ccc1OCC(=O)NCc1ccccc1 | -6% | 13% | -21%
O=C(NCCOc1ccccc1)C(=O)c1c[nH]c2ccccc12 | 10% | -9% | -26%
Cc1cc2cc(CNC(=S)NC3CCCCC3)ccc2[nH]1 | 27% | -4% | -9%
Cc1cccc(N(C)C(=O)c2cc(S(=O)(=O)N3CCc4ccccc43)cn2C)c1 | 5% | -15% | -13%
Cc1cccc(-c2nc(CCNC(=O)COc3ccccc3)cs2)c1 | / | 1% | -1%
COc1cc(OC)cc(C(=O)N2CCCC(Nc3ccc(F)cc3)C2)c1 (stereo not drawn) | -6% | -1% | -23%
COc1ccc(CN([C@H](C)CO)S(=O)(=O)N(Cc2ccccc2)[C@H](CO)C(C)C)cc1 | / | 3%&-24% | -2%
N#Cc1ccc(NC(=O)CSc2nc3[nH]c(=O)cc(O)c3s2)cc1 | / | -32% | -12%
CCOc1ccc(/C=C/c2nc(C#N)c(NCCc3ccccc3)o2)cc1 | / | -5% | -1%
Cc1noc(C)c1C(=O)NCCCN1CCCC1=O | -3% | 4% | -15%
O=C(CN1C(=O)CSc2ccccc21)N1CCc2ccccc21 | 3% | -19% | -3%
COc1cc(/C=N/NC(=S)N/N=C/c2cc(OC)c(OC)c(OC)c2)cc(OC)c1OC | -12% | 0% | -15%
CCOC(=O)CN1C(=O)NC2NC(=O)NC21 (stereo not drawn) | 3% | 8% | -3%
COc1ccc(C(=O)N2CCN(S(=O)(=O)c3ccc(Br)cc3)CC2)cc1 | / | -4% | -3%
Cc1[nH]n(-c2ccccc2)c(=O)c1C(c1cccc([N+](=O)[O-])c1O)c1c(C)[nH]n(-c2ccccc2)c1=O | 6% | -13% | -2%
CCCCC1(C)OC(=O)C(=Cc2ccc(-c3ccc(Cl)c(C(=O)O)c3)o2)C(=O)O1 (stereo not drawn) | 9% | -19% | ?
Cc1cccc2cc(CN(CCN(C)C)C(=S)Nc3ccccc3)c(=O)[nH]c12 | 17% | -6% | -4%
COc1ccc(S(=O)(=O)N2CCCCCC2)cc1C(=O)Nc1ccc(C)cn1 | 0% | 4% | -6%
CCCC1=C([O-])C2N=CC=CC2=[N+](c2ccccn2)C1=O (stereo not drawn) | -9% | -3% | -3%
Cc1ccc(C)c(N2CCN(S(=O)(=O)c3ccc4c(c3)CC(C)N4C(=O)C3CC3)CC2)c1 (stereo not drawn) | -10% | -16% | -7%
O=C(O)c1cc(-c2ccc(/C=N/NC(=S)Nc3ccccc3)o2)ccc1Cl | -9% | -19% | -7%
COc1cccc(CCNC(=O)CC2C(=O)NCCN2Cc2ccc(C)o2)c1 (stereo not drawn) | -9% | 10% | -8%
CC(NC(=O)Nc1ccc(Cl)cc1)C1CCCO1 (stereo not drawn) | 7% | -16% | -10%
COC(=O)Cn1c(=NC(=O)c2ccc([N+](=O)[O-])s2)sc2cc(Br)ccc21 | -3% | / | -8%
O=C(COC(=O)/C=C/c1ccco1)NCc1ccco1 | 0% | ? | -24%
O=c1c2cnn(-c3ccccc3)c2nnn1Cc1ccccn1 | -1% | -8% | -2%
COc1cc(OC)c(NC(=O)Nc2ccccc2OCc2cc(=O)n3cc(C)ccc3n2)cc1Cl | / | -16% | -10%
CCc1ccc(OCC(=O)N/N=C(\C)c2ccccc2OC(F)F)cc1 | 15% | -8% | 1%
CCCCNC(=O)C(=O)c1ccccc1NC(C)=O | 4% | -9% | -12%
O=C(CNCc1ccccc1)Nc1ccc(Oc2ccccc2)cc1 | -10% | -17% | -13%
O=S(=O)(NCc1cccnc1)c1ccc(Cl)c(Cl)c1 | -2% | 3% | 1%
CC(C)CN1C(=O)c2ccc(C(=O)NCc3ccc4c(c3)OCO4)cc2C1=O | 22% | -1% | -2%
CC(C)Nc1nnc(SCc2cc(=O)n3ccsc3n2)s1 | 4% | 2% | -18%
NC(=O)CSc1nnc(NC(=O)C23CC4CC(CC(C4)C2)C3)s1 | -8% | 3% | 1%
C[C@H](NS(=O)(=O)c1ccc(Cl)cc1)C(=O)OCC(=O)N1CCOCC1 | / | -9% | 2%
CN(C)C(=O)C#Cc1ccccc1 | 3% | 22% | -3%
O=C(CSc1nncn1-c1ccccc1)Nc1cccc(S(=O)(=O)N2CCCCC2)c1 | 9% | / | -8%
C=CCNC(=O)C1CCC(=O)N1S(=O)(=O)c1ccc(C)cc1 (stereo not drawn) | -9% | -4% | -9%
CC(c1nnnn1C1CCCCC1)N(Cc1ccccc1)Cc1cccnc1 (stereo not drawn) | 2% | 6% | -1%
CC(Sc1nc(NCc2ccccc2)nc(N2CCOCC2)n1)C(=O)Nc1ccccc1 (stereo not drawn) | 15% | 14% | -1%
Cc1ccc(NC(=O)C2Cc3ccccc3CN2C(=O)c2ccco2)cc1S(=O)(=O)N(C)C (stereo not drawn) | 4% | -6% | -3%
CN(CCOc1ccc(-c2ccn(S(=O)(=O)c3c(Cl)cccc3Cl)n2)cc1)c1ccccn1 | ? | -5% | 2%
COc1cccc(C(=O)C2CCCN(Cc3cn[nH]c3C3CCCCC3)C2)c1 (stereo not drawn) | 1% | -8% | -16%
COc1ccc(NC(=O)c2coc3ccccc23)cc1OC | -7% | -5% | 1%
O=c1c2ccc(Cl)cc2[nH]c(=S)n1Cc1cccnc1 | 4% | -4% | 15%
OC(COc1ccc2c(c1)CCC2)CN1CCN(c2ccccc2F)CC1 (stereo not drawn) | -3% | -20% | -8%
CCCCCC(=O)N(CN1C(=O)CCC1=O)c1ccccc1 | -8% | 4% | 3%

Next part
SMILES | N370S GC mod | FEN1 inhibitor | GCN5L2 inh
O=C1CSc2ccc(S(=O)(=O)NCc3ccc(Cl)cc3)cc2N1 | -8% | 14% | -9%
CC1Cc2ccccc2N1C(=S)Nc1cccc(S(=O)(=O)N(C)C)c1 (stereo not drawn) | -2% | 3% | -4%
CCCCN1C(=O)C(=O)N(CC(=O)NC2CCCc3ccccc32)C1=O (stereo not drawn) | -3% | -6% | -2%
CCOC(=O)c1ccc(NC(=O)CSc2nc(-c3ccc(F)cc3)cc(C(F)(F)F)c2C#N)cc1 | / | 16% | 1%
CCc1ccc(N2CCN(C(=O)N3CCOCC3)CC2)cc1 | -7% | 5% | 2%
COCC(=O)OC/C(O)=C(\C#N)c1nc2ccccc2[nH]1 | 1% | -2% | ?
CC(C)CCNC(=O)c1ccc2nc(Cc3ccccc3)oc2c1 | / | 2% | -1%
CCOC(=O)C(C)N(c1ccccc1Cl)S(C)(=O)=O (stereo not drawn) | -14% | 21% | -8%
O/C(=C\Sc1nnc(Cc2ccccc2)o1)c1ccc(Br)cc1 | 29% | -10% | -3%
COc1ccc(-c2ccc(Nc3ccc(C(=O)N4CCOCC4)cc3)nn2)cc1OC | -7% | -6% | -5%
Cc1ccc(C)c(N2CCN(c3nc4ccccc4c(=O)n3Cc3ccccc3)CC2)c1 | -3% | -2% | 0%
O=C(Cn1c(=O)n(Cc2nc(-c3ccccc3)no2)c(=O)c2ccccc21)Nc1cccc(Cl)c1 | / | 8% | -5%
COc1ccc(CCNC(=O)C/C(C)=N/NC(=O)c2ccc(N)cc2)cc1OC | 2% | 1% | 3%
Nc1nnc(SCC(=O)NCC(=O)Nc2ccc(F)c(F)c2F)s1 | / | ? | -6%
Cc1ccc2c(c1)NC(=O)C(CC(=O)N(C)Cc1ccccc1)O2 (stereo not drawn) | 0% | -4% | 0%
COc1ccc(Oc2ncc3nc(-c4ccc(Cl)cc4)c(=O)n(C[C@H]4CCCO4)c3n2)cc1 | 9% | / | -12%
Nc1nc(O)c(Sc2ccccc2[N+](=O)[O-])c(=O)[nH]1 | -2% | -5% | -19%
COc1ccc(C)cc1Nc1nc(-c2c(C)[nH]c3ccccc23)cs1 | -4% | -18% | -6%
COc1ccc(S(=O)(=O)N2CCC(N3CCN(c4ccccc4)CC3)CC2)cc1 | -17% | / | -8%
COc1ccc(NC(=O)c2cc(OCCCN(C)C)nn2Cc2ccccc2)cc1 | 2% | / | -10%
O=c1cc(-c2c(F)c(F)c(F)c(F)c2F)oc2ccccc12 | 2% | 0% | -10%
COc1ccc(S(=O)(=O)N(C)Cc2cccs2)cc1Br | 11% | -18% | -6%
